# Screening results: PubChem, The Scripps Research Institute Molecular Screening Center
# ADAM17 inh: inhibits human ADAM17; P78536; inhibition, % at 6.95 µM; AID 720648; 370,000 compounds, 0.83% hits; recombinant ADAM17, EDANS/DABCYL FRET peptide cleavage;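 active = inhibition above the mean of compounds lying between control limits plus 3 SD, set per campaign, cut at about 8.5% in these data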;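 note: 0% = DMSO-only wells as the low control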
# Target sequence (P78536 215-824 limits assumed): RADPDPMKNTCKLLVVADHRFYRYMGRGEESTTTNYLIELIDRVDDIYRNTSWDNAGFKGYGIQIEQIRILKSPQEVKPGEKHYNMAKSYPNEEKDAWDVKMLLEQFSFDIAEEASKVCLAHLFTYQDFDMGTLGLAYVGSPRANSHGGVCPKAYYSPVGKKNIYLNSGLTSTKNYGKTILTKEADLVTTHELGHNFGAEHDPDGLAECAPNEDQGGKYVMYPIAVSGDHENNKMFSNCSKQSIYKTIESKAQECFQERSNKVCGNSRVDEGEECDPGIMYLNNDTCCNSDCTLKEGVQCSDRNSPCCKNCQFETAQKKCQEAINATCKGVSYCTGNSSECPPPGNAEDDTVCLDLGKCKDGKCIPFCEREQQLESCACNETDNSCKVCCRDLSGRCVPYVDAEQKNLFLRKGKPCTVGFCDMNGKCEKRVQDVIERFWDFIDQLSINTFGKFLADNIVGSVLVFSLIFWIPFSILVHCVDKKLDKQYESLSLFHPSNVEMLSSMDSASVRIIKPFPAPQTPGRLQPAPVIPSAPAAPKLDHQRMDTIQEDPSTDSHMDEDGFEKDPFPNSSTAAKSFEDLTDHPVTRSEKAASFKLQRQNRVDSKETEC
# TDP2 inh: blocks human TDP2 phosphodiesterase activity; O95551; recombinant TDP2, T5PNP hydrolysis, p-nitrophenol absorbance 415 nm; inhibition, % at 12.8 µM; 370,000 compounds, 0.34% hits; AID 720702;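 active = inhibition above the mean of all tested compounds plus 3 SD, set per campaign, cut at about 25% in these data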;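 note: 0% = DMSO with enzyme and 100% = buffer with substrate but no TDP2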
#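 Assay system: recombinant human TDP2 / Reagent: T5PNP substrate at 5 mM, a TopII-DNA adduct mimic / Measured by: epi absorbance from released p-nitrophenol / Evaluation: % inhibition relative to enzyme-containing and enzyme-free wells / Control set: enzyme-free and DMSO wells / Replicates: each compound tested once, singlicate / Schedule: enzyme reaction with compound for 2 h at 37 °C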
# DDE Tn7 FP inh: DD(E)-Tn7 binding inhibition, primary FP screen; P02675; FP displacement of FITC-Tn7 peptide from fibrin DD(E); 0% = median of compound wells per plate; inhibition, % at 8.3 µM; 370,000 compounds, 0.13% hits; AID 720508;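 active = inhibition above the mean of compounds falling within the control limits plus 3 SD of them, cut at about 14% in these data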;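 note: 0% = plate median of compound wells and 100% = 10 µM Aha-Tn7 peptide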
#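 assay system = human clot-derived fibrin DD(E) complex | quantity = Fibrin-DD(E) at 2 µM final | timing = 10 min preincubation, 3 h with tracer, room temperature | signal = fluorescence polarization | measure = percent inhibition | benchmarks = high control wells with 10 µM unlabelled Aha-Tn7 peptide (full inhibition) | replicates = singlicate testing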
# LEDGF integ inh: blocks HIV-1 LEDGF/p75-dependent DNA integration | inhibition, % at 3.7 µM | 370,000 compounds, 0.64% hits | TR-FRET IN-LEDGF/p75 DNA integration, Eu/Cy5 | AID 743269;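 active = inhibition above the screen-wide mean plus 3 SD, cut at about 13% in these data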;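 note: signal is the Cy5 over europium emission ratio at 671 and 618 nm; 0% = plate median of compound wells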
# ARFGAP1 inhibitor: inhibits rat ARF GTPase activating protein 1; Q62848; Arfgap1-stimulated ARF1 GTP hydrolysis, GDP FP detection; inhibition, % at 16.5 µM; 360,000 compounds, 0.26% hits; AID 651572;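 active = inhibition above a per-plate limit, mean inhibition of low control wells plus 3 SD, cut at about 25% in these data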;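 note: 0% = DMSO wells with enzyme and 100% = wells lacking Arfgap1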
# Target sequence (Q62848 1-136 limits assumed): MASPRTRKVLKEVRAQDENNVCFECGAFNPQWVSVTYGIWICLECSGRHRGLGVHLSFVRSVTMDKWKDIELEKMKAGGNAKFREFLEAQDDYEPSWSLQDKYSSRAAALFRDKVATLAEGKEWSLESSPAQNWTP
#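 Replicates: Single well per compound | Assay system: Truncated rat Arfgap1 GAP domain | Control set: No-Arfgap1 wells (100%) versus DMSO full-reaction wells (0%) | Times: Enzyme reaction 120 min at 25 °C after 20 min preincubation | Reagent: Human ARF1(Δ1-17)-GTP substrate | Measured by: Tracer-displacement fluorescence polarization with EDTA stop, 620/688 nm | Measure: Percent inhibition of Arfgap1-stimulated GTP hydrolysis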
# PLC-gamma1 inh: PLC-gamma1 (human) inhibition, primary screen; P19174; 370,000 compounds, 0.84% hits; purified PLC-gamma1, fluorogenic substrate, fluorescence; AID 720700; inhibition, % at 12.2 µM; in the data active = inhibition above about 9.5%
# ASAP1 GAP inh: ASAP1 ArfGAP inhibition; Q9ULH1; ASAP1-stimulated ARF1 GTP hydrolysis, GDP FP detection; inhibition, % at 16.5 µM; 360,000 compounds, 0.19% hits; AID 624377; in the data active = inhibition above about 25%;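 note: 0% = vehicle with enzyme and substrate and 100% = no enzyme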
# KLK7 zymogen act: activators of human kallikrein-7 zymogen | activation, % at 7 µM | P49862 | AID 652039 | 370,000 compounds, 0.9% hits | purified proKLK7, EDANS-DABCYL substrate fluorescence; 100% is mature enzyme control, 0% vehicle;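 active = activation above the mean of all tested compounds plus 3 SD, computed per campaign excluding outliers beyond control limits, cut at about 13% in these data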
# Target sequence (P49862 whole entry, looked up): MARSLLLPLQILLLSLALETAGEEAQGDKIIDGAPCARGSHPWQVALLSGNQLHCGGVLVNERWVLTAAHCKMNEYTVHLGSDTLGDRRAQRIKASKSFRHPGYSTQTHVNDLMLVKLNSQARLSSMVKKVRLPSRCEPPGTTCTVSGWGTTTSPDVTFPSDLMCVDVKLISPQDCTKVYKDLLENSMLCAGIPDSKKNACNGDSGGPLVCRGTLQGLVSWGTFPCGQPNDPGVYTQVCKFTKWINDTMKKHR
# ADAM10 inh: ADAM10 inhibition, QFRET primary screen; O14672; recombinant ADAM10, EDANS/DABCYL FRET peptide cleavage, 3 h; inhibition, % at 7 µM; 370,000 compounds, 0.62% hits; AID 720582;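 active = inhibition above a per-campaign cutoff equal to the mean of compounds falling between control-based bounds plus 3 SD, cut at about 20% in these data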;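 note: 0% = DMSO wells while the 100% control is not disclosed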
# DDE Tn6 FP inh: disrupts Tn6 cyclic peptide binding to fibrin D-Dimer-E complex; inhibition, % at 8.3 µM; 370,000 compounds, 0.21% hits; AID 720509; Fibrin DD(E) TRITC-Tn6 fluorescence polarization displacement; P02675;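 active = inhibition above a per-campaign cutoff: mean of compounds within control limits plus 3 SD, cut at about 15% in these data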;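 note: 0% = median of all compound wells on the plate and 100% = blocking peptide control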
# The depositor's hits bear a star; . = no result given.
SMILES,ADAM17 inh,TDP2 inh,DDE Tn7 FP inh,LEDGF integ inh,ARFGAP1 inhibitor,PLC-gamma1 inh,ASAP1 GAP inh,KLK7 zymogen act,ADAM10 inh,DDE Tn6 FP inh
CCC1(CC)C(=O)C2=C3C1[C@H](C(=O)OC)C=C(C(=O)OC)C[C@H]3[C@H]1C(=O)N(Cc3ccccc3)C(=O)[C@H]1[C@H]2C (stereo partly drawn),0.5,2.2,4.8,-2.0,1.6,-5.9,3.4,0.6,-4.3,3.7
Cc1cc(C(=O)CCC(=O)Nc2ccc(S(N)(=O)=O)cc2)c(C)s1,-1.9,8.5,6.8,-3.3,-5.0,-1.3,-4.6,-0.1,-16.8,6.9
N#CCCN(C(=O)COC(=O)CCNS(=O)(=O)c1ccccc1)c1ccccc1,2.8,-11.3,-4.5,-2.2,-2.1,1.6,12.3,-0.4,-5.5,11.3
Cc1ccccc1-c1nc(CS(=O)(=O)CC(=O)NC2CCCC2)c(C)o1,-2.8,2.0,0.8,-3.9,-5.5,0.3,-5.4,0.5,-2.1,-3.2
CC(=O)Nc1cccc(/C(C)=N/N2C(C)CCCC2C)c1 (stereo not drawn),-0.8,-0.7,9.2,0.5,5.1,-0.9,4.9,0.0,1.6,1.7
O=C1NC(c2ccc(Cl)c([N+](=O)[O-])c2)Nc2ccccc21 (stereo not drawn),-1.1,-2.9,-1.2,1.2,-4.0,-1.1,-12.9,-0.1,-3.0,0.7
Cc1cc(/C=N/NC(=O)c2cccc([N+](=O)[O-])c2)c(C)n1-c1ccccc1,0.7,-0.6,2.3,-1.3,2.8,3.7,12.0,0.7,1.2,5.3
CCN(CC)CCC(=O)Nc1ccc2c(c1)N(C(=O)CN(CC)CC)c1ccccc1CC2,-14.0,6.3,1.9,1.4,3.6,-41.7,7.3,2.6,-48.6,1.4
Cc1cnc(C(=O)Nc2nc(-c3ccccc3)cs2)cn1,0.2,12.6,-1.0,0.1,-4.0,-2.2,-3.0,-0.1,-0.1,-3.4
O=C1NN=COc2ccccc21,-8.9,-13.6,4.0,4.9,0.7,-5.0,4.4,-2.0,-14.7,4.3
Cc1cc(C)nc(N2CCCC(C(=O)Nc3ccc4nc(C)c(C)nc4c3)C2)n1 (stereo not drawn),-7.4,12.1,-8.9,-1.3,-2.2,-9.1,-8.8,0.3,-15.9,7.7
Cc1cc(=O)oc(C)c1C(=O)NCCCN1CCN(c2ccc(F)cc2)CC1,-3.5,-9.2,1.3,0.0,-8.2,-0.8,-5.3,0.2,-5.1,-3.2
COC(=O)[C@]12C[C@H](CC(=O)NCC3CCCCC3)C(=O)N(Cc3ccccc3)C1=C[C@H](COCc1ccccc1)O[C@@H]2C,0.4,-0.4,-7.4,2.7,.,-0.8,.,0.5,6.0,-3.6
CC(C)(C)c1ccc(S(=O)(=O)N2CCC(NC(=O)c3ccco3)CC2)cc1,-1.6,-3.0,5.3,4.3,-10.8,4.3,-1.5,0.2,8.5,1.0
CCOc1ccccc1NC(=O)C1CCN(S(=O)(=O)c2cccc3cccnc23)CC1,-0.8,4.9,0.7,-1.7,-0.6,-1.4,3.5,-0.3,-9.7,-2.9
CCC(Oc1ccccc1)C(=O)Nc1nnc(S(=O)(=O)N2CCCC2)s1 (stereo not drawn),-1.6,6.9,8.8,-1.9,-16.8,-1.8,4.1,-0.6,-7.0,-0.2
CN(CC(=O)Nc1ccccc1C(F)(F)F)C(=O)COc1ncnc2sccc12,2.3,12.6,-11.9,-1.8,-0.7,-5.3,9.2,-0.5,-2.2,-5.7
O=C1OC(c2ccc(Cl)cc2)=N/C1=C\C=C\c1ccco1,-4.8,12.6,-2.0,36.2*,0.1,-8.1,7.3,1.4,-19.3,7.5
Cc1ccc(-n2c(SCc3cccc(F)c3)nc3sc4c(c3c2=O)CCCC4)cc1,-1.0,1.1,-7.3,-0.6,.,3.2,.,-0.1,5.8,12.9
COc1cc2c(cc1NC(=O)CSc1nnc(-c3cccnc3)n1-c1ccc(Br)cc1)oc1ccccc12,0.3,6.2,-3.5,1.6,.,0.0,.,0.5,5.6,7.4
O=C(N/N=C/c1ccco1)C(O)C(O)C(=O)N/N=C/c1ccco1 (stereo not drawn),-2.9,-6.2,1.1,-3.7,10.0,-0.7,3.4,-0.3,-6.9,0.5
Cc1cccc(OCCCC(=O)Nc2ccc(S(=O)(=O)N3CCCC3)cc2)c1,3.9,9.4,0.4,-3.3,-4.7,-2.7,-1.4,-0.1,12.0,5.2
CC1(C)CC(=O)C/C(=N/NC(=O)COc2ccc3ccccc3c2Br)C1,5.2,-11.0,0.1,5.6,-0.4,-28.9,-0.6,-0.5,7.3,-12.8
CCCCOc1ccc(C(=O)OCC(=O)N2CCCCCC2)cc1,-0.7,0.7,4.7,-1.7,-12.8,-0.8,-9.8,-1.0,0.6,5.4
Cc1ccc(S(=O)(=O)N2CCN(C(=O)COC(=O)c3ccc([N+](=O)[O-])o3)CC2)c(C)c1,-3.2,7.7,-2.7,1.4,-7.3,2.9,-1.6,0.1,0.6,-2.5
C/C=C/c1ccc(OCCN2CCc3ccccc3C2)c(OC)c1,0.7,5.6,-3.9,1.5,-1.4,0.0,-12.0,0.2,2.9,-2.7
CCOc1ccc(C(=O)Nc2nnc(C)s2)cc1OCC,-3.8,5.3,3.6,2.2,-5.8,-3.0,-2.8,0.6,0.2,-4.3
CC[n+]1c(/C=C2/C=C(C)CC(C)C2)sc2ccccc21 (stereo not drawn),-3.0,7.8,1.6,0.7,-0.6,-2.4,7.8,0.2,-2.4,-7.4
O=C(NC1CC1)C1=C[C@H](c2ccc(C(F)(F)F)cc2)C[C@H](OCCCCO)O1,-2.6,1.1,4.1,-2.5,-7.3,-2.1,-3.6,0.1,-8.0,-0.1
COc1ccc(NC(=O)CSc2nccn2Cc2ccco2)cc1OC,-1.4,2.4,2.2,2.5,11.6,0.5,-5.7,0.4,-0.6,5.3

# As entered above.
# CCOc1ccc(C(=O)Nc2nnc(C)s2)cc1OCC – TDP2 inh = 5.3
# C/C=C/c1ccc(OCCN2CCc3ccccc3C2)c(OC)c1 – KLK7 zymogen act = 0.2

# The list continues.
SMILES,ADAM17 inh,TDP2 inh,DDE Tn7 FP inh,LEDGF integ inh,ARFGAP1 inhibitor,PLC-gamma1 inh,ASAP1 GAP inh,KLK7 zymogen act,ADAM10 inh,DDE Tn6 FP inh
O=C(CN1CCN(S(=O)(=O)c2ccc(Cl)c(C(F)(F)F)c2)CC1)NC(=O)NC1CCCCC1,1.6,-10.8,-3.4,-0.6,-8.5,6.0,12.2,0.1,-4.2,3.3
O=C(Oc1ccc(N(C(=O)c2ccncc2)S(=O)(=O)c2cccs2)cc1)c1ccncc1,-6.6,-0.3,-1.7,1.8,9.2,0.1,-1.0,0.3,0.2,-0.5
CC(=O)N1CCN(S(=O)(=O)c2cccc(C(=O)Nc3ccc4c(c3)OCO4)c2)CC1,-3.7,9.0,1.8,-0.9,-6.1,-1.1,-5.5,-0.4,-3.0,-0.6
CCC(=O)OCC(=O)Nc1cc([N+](=O)[O-])ccc1Cl,-1.2,8.3,4.9,4.7,3.9,1.0,-2.6,-0.1,0.8,3.5
Oc1ccccc1-c1nnc(SCCN2CCOCC2)n1Cc1ccccc1,-11.0,11.7,5.5,-0.2,-9.6,-3.0,1.3,-1.0,0.4,-2.1
C=CCN(CC=C)c1cnn(-c2nc3ccccc3[nH]2)c(=O)c1Cl,-10.7,2.8,0.3,-3.3,1.5,-132.7,-6.0,-2.2,-30.5,-8.7
COc1cc(SC)ccc1C(=O)Nc1ccncc1,-0.6,0.8,0.8,4.1,-1.6,-1.3,-6.6,-0.6,1.7,-6.2
Cc1ccc(S(=O)(=O)N2[C@@H](CO)CO[C@H]2CC(=O)OCc2ccccc2)cc1,-0.7,-4.7,3.8,-3.8,-2.6,-0.6,1.6,0.1,-8.6,3.8
COc1ccccc1CN1CCN(C(=O)c2ccco2)CC1,-1.6,11.3,2.1,0.0,10.1,5.7,0.4,0.7,4.2,5.3
O=C(CSc1nc2ccccc2c(=O)n1CCCN1CCOCC1)Nc1ccccc1OC(F)F,-4.6,-2.8,-1.7,-0.9,3.9,4.3,12.8,0.3,-8.6,-2.1
COCc1nc2ccccc2n1Cc1ccccc1C,-7.7,-11.4,3.6,-3.3,2.4,-1.1,-4.6,-0.2,-11.6,2.3
CCN(CC)S(=O)(=O)c1ccc(Cl)c(NC(=O)COC(=O)/C=C/c2ccc(O)c(OC)c2)c1,-6.9,-10.6,8.1,-1.9,-4.7,-103.7,-0.5,-2.4,-9.1,-7.4
O=C(CSc1nc2ccccc2s1)Nc1ccc2c(c1)oc1ccccc12,1.1,7.5,7.1,2.3,-2.8,-0.9,-9.2,0.1,-1.1,4.2
CCc1nnc(NC(=O)COC(=O)c2cc(OC)cc(OC)c2)s1,-4.2,9.3,-2.4,-0.7,8.2,1.0,-18.2,0.1,-10.7,3.5
Cc1ccc(S(=O)(=O)N2[C@@H](c3ccc(F)cc3)C(C(=O)O)=CC[C@H]2c2ccc(Cl)cc2)cc1,-2.6,-4.2,0.9,-1.4,0.6,-3.0,8.5,0.3,-3.5,-9.9
O=C(Nc1ccc(Cl)c(Cl)c1)c1ccccc1,5.8,-10.0,-4.9,2.6,5.6,-2.1,-3.0,0.5,8.9,2.2
O=C(NNc1nc(=O)c2cccnc2s1)c1ccccc1O,1.5,0.2,-6.6,4.0,8.3,5.2,-6.1,0.1,5.8,6.6
CCOc1ccccc1N(CC(=O)NC(C)(C)C)C(=O)CCC(=O)Nc1nccs1,-5.8,-10.0,-1.6,3.8,-0.1,-1.9,3.2,-0.4,-8.3,-3.5
O=C(NCC(=O)N1CCN(c2ccccc2O)CC1)c1ccccc1,-1.2,18.0,6.0,-2.5,-0.2,0.0,10.9,0.5,0.2,0.9
CC1CCCCN1C(=O)CSCC(=O)Nc1nc(-c2cccs2)cs1 (stereo not drawn),-5.3,-0.4,-2.4,-3.3,-3.4,-6.3,-4.9,0.1,-9.3,5.6
COC(=O)Cc1c(C)nc2nc(-c3ccco3)[nH]n2c1=O,-1.9,-0.8,-2.9,2.4,-3.2,1.7,0.9,0.4,-1.9,9.1
